Bioassay records: PubChem, Sanford-Burnham Center for Chemical Genomics
tim10-1 inh = growth inhibitors of tim10-1 mutant yeast, primary screen, luminescence, uHTS | S. cerevisiae tim10-1 ts strain growth, BacTiter-Glo, 24 h | inhibition, % at 20 µM | 2.2% of 330,000 active | AID 463190, 2010;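 active means inhibition of at least 40%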;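 further: mutant grown at 25 °C; 0% = DMSO wells with yeast and 100% = wells holding no yeast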
TIM10 inh = growth inhibitors of isogenic TIM10 control yeast, primary screen, counter-screen for tim10-1 yeast inhibitor project, luminescence, uHTS; AID 463195, 2010; 1.4% of 330,000 active; inhibition, % at 10 µM; S. cerevisiae TIM10 strain growth, BacTiter-Glo luminescence, 24 h;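 active means inhibition of 40% or more at the single tested concentration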;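 further: wild-type TIM10 isogenic control strain grown at permissive 25 °C; 0% = DMSO yeast wells and 100% = minimal medium wells without yeast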
697 NFkB inh = inhibitors of PMA/ionomycin-induced NF-kB reporter, 697 cells, primary screen, B-cell NF-kB inhibitor project, cell-based, luminescence, uHTS; 697 B-cell NF-kB luciferase reporter, 16 h; inhibition, % at 4 µM; 0.33% of 330,000 active; AID 435022, 2010; in the data active means inhibition above about 35%
Mdm2 MdmX PPI = inhibitors of human Mdm2-MdmX association, primary screen, cell-based, luminescence, split luciferase, SaOS-2, uHTS. Protein Mdm4 (Homo sapiens) + E3 ubiquitin-protein ligase Mdm2 (Homo sapiens), …. SaOS-2 split-luciferase Mdm2/MdmX complementation. inhibition, % at 8 µM. 3% of 330,000 active. AID 485346, 2010;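 active means inhibition of at least 50% at 8 µM in the primary screen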
Target sequence (O15151 whole entry, looked up): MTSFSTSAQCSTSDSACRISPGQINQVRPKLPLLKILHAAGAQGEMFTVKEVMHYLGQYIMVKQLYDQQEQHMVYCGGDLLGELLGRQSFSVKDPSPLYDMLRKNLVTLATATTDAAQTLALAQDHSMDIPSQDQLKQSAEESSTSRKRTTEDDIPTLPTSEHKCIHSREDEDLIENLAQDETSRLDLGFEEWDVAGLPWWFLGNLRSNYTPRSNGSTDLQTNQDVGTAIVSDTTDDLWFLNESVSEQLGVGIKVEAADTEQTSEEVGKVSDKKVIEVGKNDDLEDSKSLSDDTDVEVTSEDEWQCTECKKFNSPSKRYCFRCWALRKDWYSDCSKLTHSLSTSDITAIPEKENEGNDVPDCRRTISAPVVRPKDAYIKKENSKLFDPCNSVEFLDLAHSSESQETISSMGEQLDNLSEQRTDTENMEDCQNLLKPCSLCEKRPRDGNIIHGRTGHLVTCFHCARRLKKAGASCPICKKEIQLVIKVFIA
Target sequence (Q00987 whole entry, looked up): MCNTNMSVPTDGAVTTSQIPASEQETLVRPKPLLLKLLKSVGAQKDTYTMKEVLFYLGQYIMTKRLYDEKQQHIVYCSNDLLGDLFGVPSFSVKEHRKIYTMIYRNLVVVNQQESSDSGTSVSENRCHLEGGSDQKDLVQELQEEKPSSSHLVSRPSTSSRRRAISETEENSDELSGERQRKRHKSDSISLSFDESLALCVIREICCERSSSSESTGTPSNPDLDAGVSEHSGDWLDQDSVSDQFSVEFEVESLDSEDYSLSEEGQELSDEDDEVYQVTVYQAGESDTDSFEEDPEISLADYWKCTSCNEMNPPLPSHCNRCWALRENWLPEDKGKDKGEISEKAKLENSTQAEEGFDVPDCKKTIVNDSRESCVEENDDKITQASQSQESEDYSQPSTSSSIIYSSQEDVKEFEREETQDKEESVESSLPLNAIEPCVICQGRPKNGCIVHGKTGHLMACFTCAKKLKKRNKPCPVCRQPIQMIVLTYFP
tim23-1 inh = growth inhibitors of tim23-1 mutant yeast, primary screen, luminescence, uHTS; inhibition, % at 20 µM; 1.3% of 330,000 active; S. cerevisiae tim23-1 growth, BacTiter-Glo luminescence, 24 h;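 active means growth inhibition of the mutant yeast at or above 50%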;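 further: temperature-sensitive mutant grown at 25 °C; plate controls were DMSO-treated mutant yeast for no effect and medium wells lacking yeast for full effect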
UPR XBP1 act = activators of adaptive XBP1 UPR arm, primary screen, cell-based, CHO-XBP1 luciferase reporter, luminescence, uHTS; IRE1-XBP1 UPR activation; percent of tunicamycin response, DMSO as zero; activation, % at 20 µM; 0.33% of 330,000 active; AID 463104, 2010;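 active means versus positive control, 20 µM dose yields 30% or more activation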;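 further: 100% = tunicamycin at 10 µg/mL and 0% = DMSO only wells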
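Material: CHO-XBP1 cells stably carrying IRE1-XBP1-driven luciferase reporter / Amount: 1000 cells per well / Compound: 20 µM, 1% DMSO / Times: 6 h treatment, 37 °C / Detection: luciferase luminescence / Measure: % activation of reporter signal versus tunicamycin and DMSO controls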
CHOP UPR activ = activators of apoptotic CHOP UPR arm, primary screen, cell-based, CHO-CHOP luciferase reporter, luminescence, uHTS; UPR activation; percent of tunicamycin response over DMSO baseline; activation, % at 10 µM; 0.34% of 330,000 active; AID 449763, 2010;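 active means at 10 µM dose, activation of 40% or more, normalized to positive control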;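 further: 100% = tunicamycin at 10 µg/mL and 0% = DMSO alone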
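Evaluation: % reporter activation, DMSO baseline versus tunicamycin full activation; System: CHO-CHOP luciferase reporter cell line; Input: 500 cells/well; Incubation: 6 h compound treatment, 37 °C; Measured by: Steady-Glo luciferase luminescence; Dosing: one dose, 10 µM in 0.5% DMSO; Buffer or medium: F12 medium, 10% FBS; Benchmarks: positive tunicamycin 10 µg/mL, negative DMSO alone.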
Jurkat NFkB inh = inhibitors of induced NF-kB luciferase reporter, primary screen, TCR NF-kB activation inhibitor project, cell-based, luminescence, uHTS | Jurkat, PMA/ionomycin-induced NF-kB luciferase reporter | inhibition, % at 4 µM | 0.53% of 330,000 active; in the data active means inhibition above about 50%
An asterisk follows results filed as active. Rows are unselected. About 6.6% of those tested had a hit in this group.

Short keys – A = tim10-1 inh; B = TIM10 inh; C = 697 NFkB inh; D = Mdm2 MdmX PPI; E = tim23-1 inh; F = UPR XBP1 act; G = CHOP UPR activ; H = Jurkat NFkB inh
Compound: CN(C)c1oc(-c2ccc(OCc3ccc(Cl)cc3)cc2)nc1C#N
  A: 13 | B: -4 | C: 19 | D: 19 | E: 2 | F: 5 | G: 2.2 | H: -1

Compound: CC(Oc1cc(C(F)(F)F)cc(C(F)(F)F)c1)C(=O)NC(N)=O (stereo not drawn)
  A: 22 | B: 18 | C: 17 | D: -26 | E: 14 | F: -1 | G: 2.5 | H: 11

Compound: Cc1cccc(C)c1NC1=NC(=S)N(c2ccc(N(C)C)cc2)C1(C)C
  A: 4 | B: 9 | C: -14 | D: 13 | E: 31 | F: -2 | G: 1.1 | H: 6

Compound: COC(=O)NCC(c1ccco1)N1CCN(c2ccccc2)CC1 (stereo not drawn)
  A: 2 | B: 2 | C: 21 | D: 18 | E: 9 | F: 1 | G: -0.1 | H: 2

Compound: Cc1ccc2oc3nc(C)c(C(=O)Nc4cccc(C(F)(F)F)c4)cc3c(=O)c2c1
  A: 12 | B: -6 | C: -25 | D: -3 | E: -21 | F: -1 | G: 4.1 | H: -4

Compound: Cc1nnc(SCC(=O)Nc2cc(Cl)ccc2Cl)n1CC1CCCO1 (stereo not drawn)
  A: 6 | B: -2 | C: 10 | D: 16 | E: 8 | F: 0 | G: -0.2 | H: 3

Compound: C=CCNc1nc2ccccc2nc1NS(=O)(=O)c1ccc(OC)cc1
  A: 26 | B: -11 | C: -10 | D: 13 | E: 23 | F: 0 | G: -0.7 | H: -6

Compound: O=C(CSCC(=O)N1CCOCC1)Nc1nc(-c2ccc3c(c2)OCO3)cs1
  A: -5 | B: 2 | C: -65 | D: -5 | E: 4 | F: 0 | G: 4.4 | H: -40

Compound: COc1ccc(S(=O)(=O)Nc2c(C)cc(C)cc2C)c2cccnc12
  A: 4 | B: 6 | C: 6 | D: 23 | E: 8 | F: -2 | G: 0.0 | H: 7

Compound: CCCn1c2ccc(C)cc2c2nnc(SCCN3CCCCC3)nc21
  A: 16 | B: -8 | C: -29 | D: -10 | E: 1 | F: 2 | G: -1.4 | H: -25

Compound: O=C(COC(=O)c1c(F)cccc1F)Nc1ccc2[nH]c(=O)[nH]c2c1
  A: 7 | B: -25 | C: -14 | D: 7 | E: -16 | F: 4 | G: -0.5 | H: 6

Compound: COc1ccc(C(=O)Nc2nnc(SCC(=O)NC3CCCC3)s2)c(OC)c1
  A: 8 | B: 7 | C: -165 | D: -44 | E: 10 | F: -8 | G: -0.9 | H: -36

Compound: CCOC(=O)c1sc(NC(=O)c2ccc(=O)[nH]c2)nc1C
  A: -21 | B: -22 | C: 10 | D: 10 | E: -27 | F: -1 | G: 0.3 | H: -1

Compound: COc1ccccc1NS(=O)(=O)c1ccc(C(=O)NCc2ccc(S(N)(=O)=O)cc2)cc1
  A: 18 | B: 2 | C: -10 | D: 7 | E: 1 | F: 0 | G: -1.7 | H: 7

Compound: COc1ccc(S(=O)(=O)NCc2ccc(C(=O)N3CCN(c4ccccn4)CC3)cc2)cc1
  A: 14 | B: 22 | C: -10 | D: -10 | E: 6 | F: -3 | G: 0.9 | H: 9

Compound: COc1ccc([C@H]2CC(=O)C=C(c3cccc(Br)c3)C2)cc1
  A: 15 | B: 5 | C: 4 | D: -8 | E: 29 | F: 1 | G: 3.5 | H: 7

Compound: O=C1CCc2cc(S(=O)(=O)NC(Cc3ccccc3)C(=O)NC3CCCCC3)ccc2N1 (stereo not drawn)
  A: 16 | B: 4 | C: 11 | D: 0 | E: 6 | F: -1 | G: 0.1 | H: 16

Compound: Cn1cnnc1SCC(=O)OCN1C(=O)c2ccccc2C1=O
  A: -5 | B: -19 | C: 4 | D: 21 | E: 2 | F: 1 | G: -1.3 | H: 5

Compound: O=C1c2cccc3cccc(c23)C(=O)N1CCCCCc1n[nH]c(=S)o1
  A: -2 | B: 2 | C: 5 | D: -10 | E: 21 | F: -1 | G: -0.9 | H: 4

Compound: CCN(CC)c1ccc(NC(=O)CCCOc2cccc(C)c2)cc1
  A: 31 | B: -6 | C: 6 | D: 18 | E: 31 | F: 1 | G: -1.5 | H: -4

Compound: Cc1ccc(C)c(-c2cc(C(=O)N/N=C/c3cccnc3)c3ccccc3n2)c1
  A: 0 | B: -7 | C: 13 | D: 14 | E: 14 | F: -3 | G: 2.6 | H: 14

Compound: N=C1C(c2nc3ccccc3c(=O)[nH]2)=C(O)CN1CCc1ccccc1
  A: 41* | B: 12 | C: 8 | D: 1 | E: 9 | F: 2 | G: 1.5 | H: 17

Compound: CO/N=C\CC(=O)Nc1ccc(F)cc1
  A: -7 | B: 0 | C: 21 | D: 19 | E: -18 | F: -1 | G: 1.0 | H: 3

Compound: COc1ccc(-c2nnc(SCC(=O)Nc3ccc4c(c3)OCCO4)n2N)cc1OC
  A: -4 | B: -14 | C: 9 | D: 12 | E: 1 | F: -1 | G: -1.8 | H: -15

Compound: CCN(CC)S(=O)(=O)c1ccc(NC(=O)COc2c(OC)cccc2OC)cc1
  A: 22 | B: 28 | C: -7 | D: 11 | E: 13 | F: -3 | G: -1.7 | H: 2

Compound: CCOC(=O)CSc1nc2ccccc2c(=O)n1-c1ccc(C)cn1
  A: 32 | B: 33 | C: -7 | D: 1 | E: 46 | F: -6 | G: 1.7 | H: 4

Compound: Cn1c(=O)c2c(SCC(=O)Nc3ccccc3F)nc(-c3ccccc3F)nc2n(C)c1=O
  A: -31 | B: -11 | C: 48* | D: 71* | E: 4 | F: 355* | G: 55* | H: 7

Compound: CN(CC(=O)Nc1ccccc1Cl)C(=O)CSc1nnc(N)s1
  A: -1 | B: -8 | C: 0 | D: -11 | E: -4 | F: -3 | G: -0.5 | H: 4

Compound: CC1(C)CC(=O)C=C(Nc2ccc([N+](=O)[O-])cc2)C1
  A: -1 | B: 6 | C: -27 | D: 10 | E: 7 | F: -3 | G: 1.0 | H: -15

Compound: Cc1ccc(N2CS(=O)(=O)/C(=C/N(C)C)C2=O)cc1
  A: 16 | B: -22 | C: -81 | D: -10 | E: -3 | F: -1 | G: 0.7 | H: -69

Compound: O=C(COC(=O)c1ccc(O)cc1)NC1CCCC1
  A: 23 | B: -12 | C: -12 | D: -17 | E: 8 | F: -5 | G: 1.0 | H: -21

Compound: O=C(c1cc(C(=O)N2CCCC2)cc([N+](=O)[O-])c1)N1CCCC1
  A: 25 | B: -18 | C: 8 | D: 13 | E: 0 | F: -6 | G: -0.1 | H: -38

Compound: C/C(=N\NC(=O)c1ccc(Cl)c(Cl)c1)c1ccc(Br)s1
  A: 10 | B: 6 | C: -1 | D: 68* | E: -10 | F: 10 | G: 15 | H: 4

Compound: CCCCCCSc1ccc([C@H]2N[C@@](C)(C(=O)OC)[C@H]3C(=O)N(CC)C(=O)[C@@H]23)cc1
  A: 33 | B: 33 | C: 0 | D: 3 | E: 38 | F: -4 | G: -1.1 | H: 10

Compound: CCN(CC(=O)NCc1ccc(Cl)cc1)C(=O)/C=C/c1cc(OC)c(OC)c(OC)c1
  A: -4 | B: 11 | C: 10 | D: 11 | E: 2 | F: -6 | G: 0.8 | H: 27

Compound: CN(C)CCC1Sc2ccccc2Oc2ccccc21 (stereo not drawn)
  A: 16 | B: -17 | C: -2 | D: -6 | E: -3 | F: -1 | G: 0.8 | H: -17

Compound: CC(C)NC(=O)NC1C2CC3CC(C2)CC1C3 (stereo not drawn)
  A: 7 | B: 9 | C: 9 | D: 19 | E: 19 | F: -4 | G: -2.3 | H: 11

Compound: COc1cccc(CN2CC(C(=O)NCCc3ccccc3C(F)(F)F)CCC2=O)c1 (stereo not drawn)
  A: 4 | B: 7 | C: -15 | D: 5 | E: -6 | F: -1 | G: 0.0 | H: -5

Compound: CCOC(=O)/C=C(C)\C=C\c1c[nH]c2ccccc12
  A: 39 | B: 33 | C: -22 | D: 14 | E: 35 | F: 3 | G: 3.5 | H: -1

Compound: O=S(=O)(c1ccccc1)c1cnn2c(C(F)(F)F)cc(-c3ccccc3)nc12
  A: 9 | B: 2 | C: 19 | D: 45 | E: -14 | F: -2 | G: -0.7 | H: 0

Compound: O=C(Nc1ccc(N2CCN(C(=O)c3ccco3)CC2)c(Cl)c1)c1cc2ccccc2o1
  A: -6 | B: 24 | C: -28 | D: 100* | E: 21 | F: -6 | G: -5.0 | H: 18

Compound: COc1ccccc1OCC(=O)N/N=C/C=C/c1ccc([N+](=O)[O-])o1
  A: 67* | B: 48* | C: -6 | D: 16 | E: 46 | F: -3 | G: 0.6 | H: -1

Compound: CC(=O)Nc1ccc(C(=O)OCC(=O)N2CCN(C(=O)c3ccco3)CC2)cc1
  A: -14 | B: 4 | C: -18 | D: -6 | E: 2 | F: 0 | G: -1.7 | H: 2

Compound: COc1ccc(OC)c(CN2CCN(Cc3cc(=O)oc4cc(O)ccc34)CC2)c1
  A: -5 | B: 9 | C: 14 | D: 17 | E: -2 | F: 0 | G: -1.2 | H: 3

Compound: Cc1ccc(C)c(NC(=O)C2CCCN2C(=O)OC(C)(C)C)c1 (stereo not drawn)
  A: 5 | B: -20 | C: 9 | D: 14 | E: 9 | F: -5 | G: 0.8 | H: -20

Compound: CCCCn1c(N)c(N(CCOC)C(=O)CSCc2ccc(Cl)c(Cl)c2)c(=O)[nH]c1=O
  A: 0 | B: 4 | C: 20 | D: 10 | E: -2 | F: 2 | G: 0.2 | H: 2

Compound: O=C(Nc1ccncc1)C1(c2ccccc2)CCCC1
  A: -57 | B: -12 | C: 4 | D: -9 | E: -11 | F: 2 | G: -1.0 | H: 11

Compound: CCN(C(=O)CSc1nc2cc(C(F)(F)F)ccc2n1Cc1ccccc1)C1CCS(=O)(=O)C1 (stereo not drawn)
  A: 15 | B: 19 | C: 8 | D: 27 | E: 26 | F: -2 | G: -2.2 | H: 5
